Screening data deposited in PubChem by National Center for Advancing Translational Sciences (NCATS).
Mito fusion yeast = qHTS Assay for Small Molecule Inhibitors of Mitochondrial Division or Activators of Mitochondrial Fusion; Potency, µM (series often up to 46.1 µM), inactives show at the highest dose growth rescue (activation), hits mostly activators; 320,000 compounds, 0.23% hits; S. cerevisiae fusion-defective mutant growth rescue, CellTiterGlo 48 h;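 further: potency means the concentration at half of the fitted maximal effect; % of control where 0% means no effect; nearly all actives have a fitted effect of over 45% in size; temperature-sensitive fusion mutants such as fzo1-1 at 37 °C on non-fermentable ethanol glycerol medium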
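Temperature-sensitive fusion-defective S. cerevisiae (e.g. fzo1-1, mgm1-5) were grown with compound in YPEG medium (3% ethanol, 3% glycerol) for 48 hours at 37C. Growth rescue was measured as viability by CellTiterGlo luminescence after 10 minutes at ambient.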
NPC1 promoter act = qHTS Assay for NPC1 Promoter Activators | Huh7 NPC1 promoter luciferase reporter, 24 h | Potency, µM (series often up to 9.22 µM), without a hit: top-dose activation, usual class: activators | 320,000 compounds, 2.4% hits;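 further: potency means the concentration at half of the fitted maximal effect; % of control where 0% means no effect; nearly all actives have a fitted effect of over 60% in size; reporter is driven by a mutant NPC1 promoter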
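Huh7 cells stably carrying NPC1 promoter–luciferase, plated in Opti-MEM with 10% FBS for 2 h, were exposed to compound in DMSO for 24 h at 37 °C; luciferase reagent was added for 10 min and luminescence read.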
FLuc counter = qHTS profiling assay for firefly luciferase inhibitor/activator using purifed enzyme and Km concentrations of substrates (counterscreen for miR-21 project); Luciferin 4-monooxygenase (Photinus pyralis), P08659; purified FLuc, Km substrates, luminescence inhibition; Potency, µM (series often up to 57.5 µM), for inactives: at the highest dose activity change, negative = inhibition, actives largely listed as inhibitors; 360,000 compounds, 6.9% hits;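 further: potency means the concentration at half of the fitted maximal effect; plate controls were vehicle for no effect and reference inhibitor for full effect; nearly all actives have a fitted effect of over 55% in size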
Target sequence (P08659 whole entry, looked up): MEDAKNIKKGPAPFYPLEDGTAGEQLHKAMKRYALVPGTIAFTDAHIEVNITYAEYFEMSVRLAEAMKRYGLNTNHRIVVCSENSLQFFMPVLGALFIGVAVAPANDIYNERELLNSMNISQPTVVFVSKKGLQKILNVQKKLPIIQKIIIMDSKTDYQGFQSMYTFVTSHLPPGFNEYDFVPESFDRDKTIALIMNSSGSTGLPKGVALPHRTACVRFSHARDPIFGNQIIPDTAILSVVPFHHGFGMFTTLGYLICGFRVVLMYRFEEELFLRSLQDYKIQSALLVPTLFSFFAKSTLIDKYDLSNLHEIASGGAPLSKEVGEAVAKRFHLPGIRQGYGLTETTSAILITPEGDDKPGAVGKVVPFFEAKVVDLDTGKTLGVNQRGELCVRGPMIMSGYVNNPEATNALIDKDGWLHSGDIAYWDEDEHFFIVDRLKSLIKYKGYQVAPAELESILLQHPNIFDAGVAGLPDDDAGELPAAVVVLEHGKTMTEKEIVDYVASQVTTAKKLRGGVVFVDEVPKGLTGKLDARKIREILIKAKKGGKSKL
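Purified P. pyralis luciferase (10nM final) with 10uM D-luciferin and 10uM ATP (Km levels) in 50mM Tris acetate pH 7.5, 10mM Mg acetate, 0.01% Tween-20, 0.05% BSA; qHTS 6-point titration, ~60 µM downward; luminescence read.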
PKM2 act = qHTS Assay for Activators of Human Muscle isoform 2 Pyruvate Kinase; Pyruvate kinase PKM (Homo sapiens), P14618; 260,000 compounds, 0.34% hits; AID 1631, 2009; Potency, µM (top dose mostly 57.5 µM), without a hit: at the highest dose activation, actives largely listed as activators; purified PKM2, Kinase-Glo ATP luminescence, activation; response scale: 0% is enzyme alone, no compound; further: potency means the concentration at half of the fitted maximal effect; on the % scale 0 is the no-effect control and ±100 the full control effect; nearly all actives have a fitted effect of over 55% in size
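Purified hPK-M2 (>95% pure) converted ADP (0.1 mM final) to ATP with 0.5 mM PEP in 50 mM imidazole pH7.2, KCl, MgCl2, Tween 20, BSA; 1 h at room temperature. ATP detected by Kinase-Glo luminescence.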
ELG1 repair inh = qHTS screen for small molecules that inhibit ELG1-dependent DNA repair in human embryonic kidney (HEK293T) cells expressing luciferase-tagged ELG1; Potency, µM (top dose mostly 46.1 µM), without a hit: at the highest dose activity change, negative = inhibition, hits mostly inhibitors; 330,000 compounds, 2.3% hits; HEK293T ELG1-luciferase reporter, luminescence, 16 h; DNA damage induced by 5-fluorouridine; further: potency means the concentration at half of the fitted maximal effect; on the % scale 0 is the no-effect control and ±100 the full control effect; nearly all actives have a fitted effect of over 55% in size
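Luminescence from the luciferase reporter, measured 30 min after ONE-Glo reagent at room temperature, was the read-out. Beforehand, 2,000 cells per well were exposed for 16 hr at 37 °C to 5-fluorouridine together with compound or vehicle.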
RORg inh = qHTS for inhibitors of ROR gamma transcriptional activity; Drosophila S2 Gal4-RORgamma UAS-luciferase reporter, 20 h; 310,000 compounds, 5.4% hits; Nuclear receptor ROR-gamma (Mus musculus), P51450; Potency, µM (top dose mostly 53.6 µM), inactives show at the highest dose activity change, negative = inhibition, actives largely listed as inhibitors; further: potency means the concentration at half of the fitted maximal effect; on the % scale 0 is the no-effect control and ±100 the full control effect; nearly all actives have a fitted effect of over 60% in size
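Stable Schneider cell line, Gal4 DNA-binding domain fused to ROR gamma, UAS-luciferase. Cmpd 1 hr RT → CuSO4 700 uM final → 20 hr RT → luciferase reagent 10 min → luminescence.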
Rab9 prom act = qHTS Assay for Rab9 Promoter Activators; 320,000 compounds, 2.8% hits; Huh7 Rab9 promoter-luciferase reporter, luminescence, 24 h; Potency, µM (titrated, usually from 9.22 µM), for the others: at the top dose activation, negative = inhibition, actives largely listed as activators; further: potency means the concentration at half of the fitted maximal effect; % of control where 0% means no effect; nearly all actives have a fitted effect of over 60% in size
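Stable Rab9-luc Huh7, 1500 cells/well, 2 h settle; cmpd in DMSO, 24 h, 37 °C/5% CO2; luciferase reagent 10 min RT; luminescence.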
Menin MLL FP TR = qHTS Assay for Inhibitors Targeting the Menin-MLL Interaction in MLL Related Leukemias: Competition With Texas Red Labeled MLL-derived Mutant Peptide; O00255; Menin + Texas Red MLL mutant peptide, fluorescence polarization; Potency, µM (highest dose often 61.6 µM), for the others: top-dose FP activity change, negative = inhibition, hits mostly inhibitors; 270,000 compounds, 0.23% hits; active means well fitted inhibition curve with a large enough effect in the polarisation, with a control signal flat, not every such curve was filed as active; inconclusive means small, poorly fitted or top-dose-only effect, or effect the other way, or a change in a side signal; inactive means no such curve, though single readings can be large or run the other way; the % refers to the polarisation; further: potency means the concentration at half of the fitted maximal effect; % of control where 0% means no effect; many of its hits are not listed in these tables
VP16 counter = VP16 counterscreen qHTS for inhibitors of ROR gamma transcriptional activity; 310,000 compounds, 3.5% hits; Potency, µM (doses to about 53.6 µM), without a hit: at the top dose activity, negative = inhibition, actives largely listed as inhibitors; Drosophila S2 Gal4-VP16 UAS-luciferase, luminescence, 20 h;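 further: Gal4-VP16 expression switched on by copper sulfate through the metallothionein promoter; potency means the concentration at half of the fitted maximal effect; on the % scale 0 is the no-effect control and ±100 the full control effect; nearly all actives have a fitted effect of over 50% in size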
KCNH2 3.1 block = qHTS for Inhibitors of KCHN2 3.1: Mutant qHTS | Potassium voltage-gated channel subfamily H member 2, brain isoform KCNH2 3.1 (human) | U2OS KCNH2 3.1, thallium flux FluxOr; stronger effect = lower value | activity change, % (tested at about 1.8 µM) | 340,000 compounds, 0.95% hits | AID 720553, 2013;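 active means maximum activity change below -70%; inconclusive means maximum activity change from -70% to -50%; inactive means maximum activity change above -50%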;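 further: thallium influx rate constant from kinetic fluorescence after stimulation buffer; on the % scale 0 is the no-effect control and ±100 the full control effect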
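Kinetic fluorescence (2 min after stimulation buffer) measures Tl+ influx through KCNH2 3.1 expressed by viral transduction in U2OS cells; the rate constant is normalized against DMSO controls serving as positive and negative references.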
MBNL1 CUG block = qHTS Assay for Inhibitors of MBNL1-poly(CUG) RNA binding; TR-FRET MBNL1-His/biotin-(CUG)12 binding, 665/545 ratio; Potency, µM (doses to about 57.5 µM), for inactives: top-dose activity change, negative = inhibition, most hits filed as inhibitors; 280,000 compounds, 0.036% hits; active means well fitted inhibition curve with a large enough effect in the signal ratio, with a control signal flat, not every such curve was filed as active; inconclusive means small, poorly fitted or top-dose-only effect, or effect the other way, or a change in a side signal; inactive means no such curve, though single readings can be large or run the other way; the % refers to the signal ratio; further: potency means the concentration at half of the fitted maximal effect; on the % scale 0 is the no-effect control and ±100 the full control effect
Target sequence (Q9NR56 whole entry, looked up): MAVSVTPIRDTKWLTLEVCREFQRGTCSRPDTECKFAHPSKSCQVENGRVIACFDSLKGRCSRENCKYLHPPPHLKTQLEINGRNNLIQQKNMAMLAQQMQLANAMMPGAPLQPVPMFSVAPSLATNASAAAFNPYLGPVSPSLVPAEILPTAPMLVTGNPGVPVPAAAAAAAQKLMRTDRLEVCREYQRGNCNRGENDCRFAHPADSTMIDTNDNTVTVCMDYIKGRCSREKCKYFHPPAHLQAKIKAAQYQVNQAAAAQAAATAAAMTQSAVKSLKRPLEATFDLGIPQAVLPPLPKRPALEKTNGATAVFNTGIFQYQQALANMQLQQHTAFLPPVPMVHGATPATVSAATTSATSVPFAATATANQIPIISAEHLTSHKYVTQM
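TR-FRET readout: Ex 340 nm, 665/545 nm emission ratio, normalized to buffer-only (basal) and MBNL1-(CUG)12 controls. Complex of MBNL1-His with Biotin-(CUG)12, compounds 92 nM–58 uM, incubated 60 min at room temperature.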
* hit, by the source's call; ? = inconclusive; / = not tested or not shown; & = joins results of further samples; [ ] = another dose, or the depositor's remark. Unless noted, the call rests on the fitted dose curve; in most records, active means well fitted curve in the direction sought with a large enough effect; inconclusive means small, poorly fitted or top-dose-only effect, or another doubt; inactive means no such curve, though single readings can be large; an effect the other way counts as inactive or inconclusive. A portion of the library (hit frequency here may not be typical).

SMILES	Mito fusion yeast	NPC1 promoter act	FLuc counter	PKM2 act	ELG1 repair inh	RORg inh	Rab9 prom act	Menin MLL FP TR	VP16 counter	KCNH2 3.1 block	MBNL1 CUG block
Cc1cccc(OCC(=O)NNC(=O)c2ccc3nc[nH]c3c2)c1	-2.9%	-4.5%	-2.0%	/	29.4%	/	-6.5%	/	/	0.5	/
COc1ccc(C(=O)Nc2cc3c(cc2C(=O)O)OCCCO3)c(OC)c1	-2.2%	-5.3%	-15.3%	9.8%	6.0%	15.4%	0.3%	12.5%	7.5%	15.9	2.2%
CN1CC(=O)N(CC(=O)Nc2ccc(SC(F)F)cc2)C1=O	-0.1%	-0.5%	-7.2%	/	23.0%	32.1%	5.3%	-7.2%	-14.0%	-2.6	-0.1%
C=CCNC(=S)N/N=C/c1ccc(-c2cc(Cl)ccc2Cl)o1	-14.0%	-1.6%	2.0%	13.6%	-0.6%	2.3%	-1.6%	-20.8%	-3.7%	-0.9	-8.3%
NC(=O)c1nn(Cc2ccccc2)c(=O)c2ccccc12	-6.1%	-0.8%	-1.9%	-4.6%	8.6%	-13.2%	-5.4%	-1.8%	7.8%	-0.4	0.7%
COC(=O)c1cc(N=Nc2sc(N)nc2C)cc(C(=O)OC)c1	3.6%	-4.5%	-18.1%	-3.2%	?	-3.8%	-6.4%	/	-10.4%	-5.4	7.4%
O=C(CSc1nc2ccsc2c(=O)n1CC1CCC(C(=O)O)CC1)c1ccc(F)cc1 (centres undefined)	2.1%	1.6%	?	-6.4%	-3.9%	?	2.0%	-0.9%	-4.6%	3.3	-4.6%
CNCC(O)c1ccc(O)c(O)c1 (centres undefined)	-2.8%&-1.1%	1.7%[46.1 µM]	10.0%	/	16.5%	8.7%	3.1%[46.1 µM]	7.3%&6.8%	-2.7%	10.2	/
CCOC(=O)c1ccc(Cl)c(S(=O)(=O)N2CCCC2)c1	1.5%	-3.1%	1.8%	-2.3%	9.5%	-23.4%	1.0%	-7.3%	4.4%	23.4	1.1%
Cc1cccc(CS(=O)(=O)Cc2ccc(C(=O)O)o2)c1	-4.7%	0.6%	3.0%	-2.2%	-1.4%	10.7%	-2.5%	-8.2%	-8.4%	-1.4	-17.7%
CS(=O)(=O)CCC(C(=O)n1nnc2ccccc21)N1C(=O)c2ccccc2C1=O (centres undefined)	1.9%	0.5%	0.8%	1.3%	-0.3%	1.7%	-3.1%	11.6%	-2.3%	3.5	-15.2%
CC(Oc1ccccc1)C(=O)NC1CCN(Cc2ccccc2)CC1 (centres undefined)	5.2%	-0.3%	-1.9%	-2.2%	-1.4%	-15.9%	-19.6%	-5.4%	17.8%	-19.2	0.9%
CC1CCN(S(=O)(=O)c2cccc(C(=O)NCC3CCCO3)c2)CC1 (centres undefined)	0.2%	2.8%	3.6%	-7.7%	-5.5%	8.7%	-0.5%	/	-0.4%	-2.9	4.6%
CCCc1ccc(S(=O)(=O)N2CCN(C(C)C(=O)NCc3ccccc3)CC2)cc1 (centres undefined)	6.7%	-4.9%	-1.1%	/	-7.0%	/	-8.7%	/	/	-2.7	/
Cc1ccsc1CNC(=O)c1c(-c2ccccc2)noc1C	3.2%	-3.3%	-0.6%	-28.7%	-3.4%	10.2%	-2.0%	/	-11.0%	-8.6	3.0%
CCOC(=O)COc1ccc(C2CC(C)=NN2c2ccccc2)cc1 (centres undefined)	-4.2%	-8.5%	2.9%	-1.4%	-12.9%	8.9%	-10.1%	-26.0%	-7.2%	2.4	1.4%
CCC(=O)NNc1ncnc2ccccc12	3.1%	-2.4%	2.0%	-16.2%	3.0%	11.8%	-5.9%	3.2%	-1.5%	-1.1	5.3%
O=C(O)C1=C(OCc2ccc(F)c(F)c2)C(=O)NCC1	-0.1%	0.6%	-2.8%	1.1%	7.8%	15.6%	-9.7%	-0.3%	-12.4%	-7.1	-2.5%
CCOc1ccccc1C(=O)N1CCC(C(=O)c2ccc(F)cc2)CC1	2.4%	-1.4%	0.5%	-2.5%	?	-43.2%	-1.4%	0.6%	-5.0%	-6.0	-24.8%
Cn1nc(C(C)(C)C)cc1C(=O)Nc1nc2c(s1)C(=O)CC(C)(C)C2	1.7%	-1.9%	?	-1.6%	1.1%	8.5%	-18.7%	-2.9%	-14.4%	3.5	10.5%
COc1ccc(C(=S)N2CCOCC2)cc1OC(=O)c1ccccc1Cl	2.4%	-2.8%	0.5%	-7.4%	-4.8%	4.5%	5.7%	15.8%	9.2%	7.3	-5.2%
O=C(c1cnc2sccn2c1=O)N1CCc2ccccc2C1	-0.1%	-5.0%	-6.5%	-11.8%	-16.4%	3.0%	8.3%	3.8%	-11.9%	-0.3	4.4%
Cc1c(C(=O)O)oc2ccc(S(=O)(=O)N3CCCCC3C(=O)O)cc12 (centres undefined)	-1.2%	-1.6%	3.6%	0.3%	8.3%	-7.6%	-4.6%	10.8%	8.3%	5.1	9.7%
O=C(Nc1ccccc1N1CCCC1)c1cccnc1	0.3%	-0.3%	-1.9%	0.0%	1.2%	3.4%	-1.4%	1.7%	-5.9%	1.1	0.4%
CCOC(=O)c1[nH]c(C)c(C(=O)OCC(=O)N2CCc3ccccc32)c1C	-4.7%	-3.1%	-0.8%	-0.2%	-1.4%	2.9%	-1.5%	?	2.2%	-5.5	-0.9%
SMILES	Mito fusion yeast	NPC1 promoter act	FLuc counter	PKM2 act	ELG1 repair inh	RORg inh	Rab9 prom act	Menin MLL FP TR	VP16 counter	KCNH2 3.1 block	MBNL1 CUG block
Cc1noc(C)c1COC(=O)c1cccc(S(=O)(=O)N2CCOCC2)c1	13.3%	1.5%	-4.3%	/	-1.2%	/	-2.4%	/	/	-36.9	/
Cc1cc(Cl)c2cc3ccccc3cc2n1	2.4%	0.7%	-6.6%	1.2%	3.6%	3.9%	0.7%	/	4.1%	17.1	-0.3%
CCO[C@@H]1OC(C(=O)O)=C[C@H](C2CCCCC2)[C@H]1CCCO	1.7%	-3.8%	2.3%	3.7%	7.1%	-11.0%	-4.1%	-18.8%	-3.6%	1.0	-4.1%
COc1ccc(C(=O)NC(=O)NC2(C(Cl)(Cl)Cl)OCCO2)cc1	0.0%	0.355µM*	0.953µM*	-4.7%	?	14.3%	0.251µM*	1.7%	-19.2%	-3.6	-3.5%
CNC(=O)c1sccc1Oc1ccc(F)cc1[N+](=O)[O-]	-0.7%	-3.5%	0.1%	/	21.0%	-6.5%	-0.7%	4.7%	-4.6%	-3.7	?
CCSC(C)CC1CC(=O)CC(=O)C1 (centres undefined)	3.5%	-1.4%	-0.8%	-0.3%	16.6%	-1.2%	-1.6%	-1.0%	-1.0%	1.9	-1.1%
COc1ccc(CNC(=O)Cn2c(=O)oc3cc(S(=O)(=O)N4CCCC4)ccc32)cc1	-1.0%	-5.2%	-2.4%&-8.4%	/	-5.0%	4.9%	-8.6%	/	5.4%	-3.4	-5.5%
CCOCc1nnc(NS(C)(=O)=O)s1	-4.4%	-1.4%	0.4%	-2.2%	-1.8%	11.9%	0.2%	-1.5%	-4.5%	0.2	5.0%
O=C(CN1CCC(Cc2ccccc2)CC1)NCCc1ccc(F)cc1	24.4%	-3.0%	-2.9%	0.2%	-2.5%	9.0%	-2.4%	?	-3.3%	-5.4	3.4%
Cc1ccc(NC(=O)c2ccc(S(=O)(=O)Nc3c(C)n(C)n(-c4ccccc4)c3=O)cc2)nc1	-9.4%	6.1%	-9.2%	/	8.0%	/	1.3%	/	/	-0.4	/
CCOc1nc(NC2CCCCC2)nc(NC(C)(C)C)n1	26.3%	-1.1%	1.4%	-3.7%	-2.1%	?	-5.4%	-17.0%	15.8µM*	/	-8.6%
Cc1cc(C)c(C#N)c(SCCN2CCOCC2)n1	2.1%	0.8%	0.4%	-7.0%	4.1%	4.2%	2.6%	/	-11.2%	-27.9	-10.5%
